AT treatment – potential ataxia-telangiectasia treatments restoring KAP-1 phosphorylation; […] A-T fibroblasts, KAP-1 phosphorylation AlphaLISA; neocarzinostatin DNA damage 30 min before lysis; Potency, µM (highest dose often 57.5 µM), for the others: top-dose activation, hits mostly activators; 320,000 compounds, 0.19% hits; also: potency is read from the fitted curve at half-maximal effect; % of control where 0% means no effect; nearly all actives have a fitted effect of over 45% in size
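ATM-like activity read as KAP-1 phosphorylation via AlphaLISA donor/acceptor antibody pairs after lysis and 6 hr at 25C. Cells were ATM-null patient fibroblasts ([…], hTERT), dosed 60 min, then exposed to the DSB inducer NCS for 30 min.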
TSG101-PTAP inh – blocks PTAP/TSG101 interaction to inhibit HIV-1 budding | 340,000 tested, under 10 active | Q99816 | Potency, µM (highest dose often 115 µM), without a hit: top-dose activity change, negative = inhibition, most hits filed as inhibitors | Fluorescence polarization, FITC-PTAP peptide / Tsg101 binding; active = well fitted inhibition curve with a large enough effect in the main read-out, with a control signal flat, not every such curve was filed as active; inconclusive = small, poorly fitted or top-dose-only effect, or effect the other way, or a change in a side signal; inactive = no such curve, though single readings can be large or run the other way; also: potency is read from the fitted curve at half-maximal effect; % of control where 0% means no effect
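Fluorescence anisotropy tracks displacement of a FITC-tagged PTAP peptide (50 nM) from the Tsg101 binding domain (10 uM), following a 20 min room-temperature incubation at pH 7.5.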
TSHR antag – antagonists of human thyroid stimulating hormone receptor; P16473; TSHR-expressing cells, TSH-stimulated cAMP HTRF, 2 h; hits give low values; activity change, negative = inhibition, % at 11.5 µM; 330,000 compounds, 0.2% hits;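 active = activity change below a set negative limit, meaning inhibition stronger than a set level, cut at about -70% in these data; inconclusive = activity change between two set negative limits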; also: % is scaled to controls: 0 for no effect and ±100 for the full control effect
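Antagonism was scored as loss of TSH-driven cAMP in TSHR cells, stimulated with 4nM TSH (EC80) for 2 hours at 37 deg C and detected by homogeneous HTRF competition immunoassay.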
Mito fusion yeast – mitochondrial division inhibition or fusion activation; S. cerevisiae fusion-defective mutant growth rescue, CellTiterGlo 48 h; Potency, µM (series often up to 46.1 µM), for the others: at the highest dose growth rescue (activation), actives largely listed as activators; 320,000 compounds, 0.23% hits;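 also: potency is read from the fitted curve at half-maximal effect; % of control where 0% means no effect; nearly all actives have a fitted effect of over 45% in size; temperature-sensitive fusion mutants such as fzo1-1 at 37 °C on non-fermentable ethanol glycerol medium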
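S. cerevisiae fusion-defective temperature-sensitive mutants (e.g. fzo1-1, mgm1-5) grown 48 h at 37C in YPEG (ethanol/glycerol non-fermentable) medium with 23 nl compound per well; growth rescue read as CellTiterGlo luminescence.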
TCR activator – T cell receptor activation; Potency, µM (titrated, usually from 9.22 µM), for the others: at the top dose activation of IL-2 secretion, hits mostly activators; primary human leukocytes, anti-CD3, IL-2 HTRF, 48 h; 330,000 tested, under 10 active; also: % of control where 0% means no effect
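Primary human leukocytes receive a-CD3 beads and test compound and are incubated 48 hr. Secreted IL-2 is then assayed by HTRF, measuring 665nm acceptor emission after 320nm excitation of the europium donor.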
Integrin act MD – integrin-mediated muscular dystrophy alleviation activation. alpha7betagal myoblasts, beta-gal FDG fluorescence, 48 h. Potency, µM (top dose mostly 38.3 µM), for inactives: top-dose activation, most hits filed as activators. 350,000 compounds, 0.064% hits;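 also: potency is read from the fitted curve at half-maximal effect; 100% = response of the positive control SU9516; nearly all actives have a fitted effect of over 60% in size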
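alpha7betagal+/- myoblasts (passage 13, 250/well) treated 48 h at 37C with compounds at 1:260 dilution of DMSO stock. Lysed, then beta-galactosidase activity read as FDG fluorescence (ex 480/em 540) after 30 min, with pre-read for autofluorescence.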
ASM inhibitor – human S-ASM enzyme inhibition | P17405 | placental ASM, HMU-PC fluorogenic substrate, 60 min | Potency, µM (doses to about 57.5 µM), for the others: at the highest dose activity change, negative = inhibition, hits mostly inhibitors | 340,000 compounds, 0.006% hits; also: potency is read from the fitted curve at half-maximal effect
Target sequence (P17405 47-631 limits assumed): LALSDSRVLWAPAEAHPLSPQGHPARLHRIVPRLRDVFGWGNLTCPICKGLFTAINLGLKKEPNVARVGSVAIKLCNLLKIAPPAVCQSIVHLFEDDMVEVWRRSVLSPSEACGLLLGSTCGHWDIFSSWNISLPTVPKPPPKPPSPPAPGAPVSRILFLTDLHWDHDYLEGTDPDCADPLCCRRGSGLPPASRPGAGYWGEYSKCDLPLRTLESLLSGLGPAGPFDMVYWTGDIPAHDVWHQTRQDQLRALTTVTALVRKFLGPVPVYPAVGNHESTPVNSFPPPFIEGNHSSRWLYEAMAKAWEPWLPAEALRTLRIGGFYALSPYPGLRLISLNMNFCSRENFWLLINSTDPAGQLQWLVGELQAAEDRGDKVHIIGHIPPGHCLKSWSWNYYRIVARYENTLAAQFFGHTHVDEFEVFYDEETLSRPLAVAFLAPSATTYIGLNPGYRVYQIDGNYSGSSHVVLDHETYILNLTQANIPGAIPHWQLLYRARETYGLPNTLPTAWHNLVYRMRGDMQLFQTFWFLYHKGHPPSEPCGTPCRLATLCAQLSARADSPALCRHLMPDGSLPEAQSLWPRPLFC
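qHTS format. ASM enzyme prepared from human placenta hydrolyses the fluorogenic substrate HMU-PC0 (9 uM final) over 60 min at 37 °C after a 10 min compound preincubation.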
Eya2 inh – blocks the phosphatase activity of human Eya2; 330,000 compounds, 0.006% hits; AID 488837; O00167; Potency, µM (highest dose often 76.9 µM), for inactives: at the highest dose activity, negative = inhibition, actives largely listed as inhibitors; recombinant Eya2, OMFP fluorescence dephosphorylation (OMFP is methylfluorescein phosphate); also: potency is read from the fitted curve at half-maximal effect; % is scaled to controls: 0 for no effect and ±100 for the full control effect
Target sequence (O00167 whole entry, looked up): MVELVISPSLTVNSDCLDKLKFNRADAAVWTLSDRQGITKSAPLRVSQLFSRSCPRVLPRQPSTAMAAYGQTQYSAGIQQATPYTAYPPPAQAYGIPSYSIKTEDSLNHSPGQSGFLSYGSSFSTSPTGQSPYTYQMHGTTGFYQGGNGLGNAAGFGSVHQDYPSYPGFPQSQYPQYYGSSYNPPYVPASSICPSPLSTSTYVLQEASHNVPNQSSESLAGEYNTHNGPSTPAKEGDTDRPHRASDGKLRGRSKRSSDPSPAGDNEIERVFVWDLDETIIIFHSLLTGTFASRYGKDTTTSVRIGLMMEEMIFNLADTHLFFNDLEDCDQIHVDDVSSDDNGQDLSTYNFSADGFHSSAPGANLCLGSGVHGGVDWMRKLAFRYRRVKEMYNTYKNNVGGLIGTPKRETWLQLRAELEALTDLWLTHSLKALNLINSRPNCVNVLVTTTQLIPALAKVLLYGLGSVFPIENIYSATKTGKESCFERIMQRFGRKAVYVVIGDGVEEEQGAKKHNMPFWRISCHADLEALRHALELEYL
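Eya2 (0.2 uM) preincubated 10 min at ambient with compound, then OMFP substrate added at 50 uM; 10 min reaction in 50 mM HEPES pH 7.5, 50 mM NaCl, 5 uM MgCl2, 0.05% BSA, 1 mM DTT. Fluorescence read at Ex 485/Em 525 nm.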
ELG1 DNA repair – inhibitors of ELG1-dependent DNA repair in HEK293T cells; HEK293T ELG1-luciferase reporter, luminescence, 16 h; DNA damage induced by 5-fluorouridine; Potency, µM (series often up to 46.1 µM), without a hit: at the top dose activity change, negative = inhibition, actives largely listed as inhibitors; 330,000 compounds, 2.3% hits; AID 504467; also: potency is read from the fitted curve at half-maximal effect; % is scaled to controls: 0 for no effect and ±100 for the full control effect; nearly all actives have a fitted effect of over 55% in size
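Reporter activity after DNA damage by 5-fluorouridine is monitored. Compound-treated cells incubate 16 hr at 37 °C, then ONE-Glo is added for 30 min before luminescence reading.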
Chronic BCR inh – blocks chronic active B-cell receptor signaling | ABC-DLBCL IkBa-CBG/CBR reporter, luminescence ratio, 4 h | Potency, µM (titrated, usually from 46.1 µM), inactives show at the highest dose ratio change, negative = lower green/red ratio, usual class: inhibitors | 340,000 compounds, 0.05% hits | AID 493014; active = well fitted inhibition curve with a large enough effect in the signal ratio, with a control signal flat, not every such curve was filed as active; inconclusive = small, poorly fitted or top-dose-only effect, or effect the other way, or a change in a side signal; the % refers to the signal ratio;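 also: potency is read from the fitted curve at half-maximal effect; plate controls were basal doxycycline-induced cells for no effect and cells given 10 µM MG132 for full effect; MG132 reads +100%, hits lower the ratio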
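TMD8 ABC-DLBCL cells carrying doxycycline-inducible green luciferase fused to IkappaBalpha plus unfused red luciferase were exposed to compounds (up to 46 uM) for 4 hrs at 37C. Activity came from the overlap-corrected green/red luminescence ratio.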
Tb PFK inh – inhibitors of T. brucei phosphofructokinase. O15648. T. brucei PFK, ADP-Glo luminescence. Potency, µM (series often up to 57.5 µM), for the others: at the top dose activity, negative = inhibition, most hits filed as inhibitors. 330,000 compounds, 0.17% hits. AID 485367;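 also: potency is read from the fitted curve at half-maximal effect; 0% = uninhibited 1x PFK enzyme wells and -100% = no-enzyme wells; nearly all actives have a fitted effect of over 60% in size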
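Activity is normalized to no-enzyme wells (full inhibition) and 1.25 nM enzyme wells (no inhibition). Reaction: 0.5 mM F6P, 0.1 mM ATP, 45 min RT, ADP-Glo luminescence; concentration-response curves fitted and classed by quality.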
Numbers without * were called inactive; [ ] = dose if it differs, or a comment. Unless noted, calls follow the shape of the dose curve; as a rule, active = well fitted curve in the direction sought with a large enough effect; inconclusive = small, poorly fitted or top-dose-only effect, or another doubt; inactive = no such curve, though single readings can be large; an effect the other way counts as inactive or inconclusive.

Results for COc1ccc(CC(=O)OCC(=O)NC2CCCCCC2)cc1OC ?
AT treatment: 12%; TSG101-PTAP inh: -3%; TSHR antag: -1; Mito fusion yeast: 1%; TCR activator: 4%; Integrin act MD: -13%; ASM inhibitor: -3%; Eya2 inh: 21%; ELG1 DNA repair: 3%; Chronic BCR inh: 2%; Tb PFK inh: 0%

What do the screens show for `COc1ccc(S(=O)(=O)N2CCOC23CCN(C(=O)c2ccccc2OC)CC3)cc1`?
AT treatment: -3%; TSG101-PTAP inh: 1%; TSHR antag: 2; Mito fusion yeast: 3%; TCR activator: -2%; Integrin act MD: -19%; ASM inhibitor: 4%; Eya2 inh: 16%; ELG1 DNA repair: 3%; Chronic BCR inh: -3%; Tb PFK inh: 9%

Results for COc1ccc2nc(-c3ccccn3)[nH]c2c1 ?
AT treatment: 28%; TSG101-PTAP inh: -1%; TSHR antag: -24; Mito fusion yeast: -9%; TCR activator: -6%; Integrin act MD: -6%; ASM inhibitor: 6%; Eya2 inh: -1%; ELG1 DNA repair: inconclusive; Chronic BCR inh: inconclusive; Tb PFK inh: -4%

How did Cc1cc(C)c(C#N)c(Nc2ccccc2Cl)n1 do in these assays?
AT treatment: 9%; TSG101-PTAP inh: 0%; TSHR antag: -6; Mito fusion yeast: 5%; TCR activator: -3%; Integrin act MD: 0%; ASM inhibitor: 0%; Eya2 inh: 0%; ELG1 DNA repair: 6%; Chronic BCR inh: -2%; Tb PFK inh: 0%

How did O=C(CSc1nc(C2CCCCC2)nc2ccccc12)N1CCCC1 do in these assays?
AT treatment: -1%; TSG101-PTAP inh: 2%; TSHR antag: -4; Mito fusion yeast: 22%; TCR activator: 4%; Integrin act MD: 0%; ASM inhibitor: -2%; Eya2 inh: -3%; ELG1 DNA repair: 1%; Chronic BCR inh: -23%; Tb PFK inh: -1%

What do the screens show for `Cc1ccc(NC(=O)C2C3C=CC(O3)C2C(=O)O)c(C)c1` (configuration not stated)?
AT treatment: 4%; TSG101-PTAP inh: -1%; TSHR antag: 7; Mito fusion yeast: -1%; TCR activator: 3%; Integrin act MD: 15%; ASM inhibitor: 2%; Eya2 inh: 11%; ELG1 DNA repair: 29%; Chronic BCR inh: -7%; Tb PFK inh: 26%

How did N#CNC(=Nc1cccc(F)c1)SCc1ccccc1 do in these assays?
AT treatment: 6%; TSG101-PTAP inh: -4%; TSHR antag: -3; Mito fusion yeast: 9%; TCR activator: 3%[46.1 µM]; Integrin act MD: 22%; ASM inhibitor: -4%; Eya2 inh: -3%; ELG1 DNA repair: -4%; Chronic BCR inh: 0%; Tb PFK inh: -2%

Results for COc1ccc(CCC(=O)NC(C)c2ccccc2)cc1OC (configuration not stated) ?
AT treatment: 1%; TSG101-PTAP inh: -1%; TSHR antag: -16; Mito fusion yeast: -4%; TCR activator: -1%; Integrin act MD: 5%; ASM inhibitor: 6%; Eya2 inh: 4%; ELG1 DNA repair: 13%; Chronic BCR inh: 3%; Tb PFK inh: 1%

What do the screens show for `CCc1nnc(NC(=O)CSc2nnc(-c3ccco3)n2C)s1`?
AT treatment: 9%; TSG101-PTAP inh: -5%; TSHR antag: 7; Mito fusion yeast: 2%; TCR activator: -4%; Integrin act MD: -5%; ASM inhibitor: 3%; Eya2 inh: 9%; ELG1 DNA repair: 12%; Chronic BCR inh: 4%; Tb PFK inh: -2%

Results for c1ccc2c3c(cc(N4CCOCC4)c2c1)OC1(N2CCOCC2)CCCCC1O3 (configuration not stated) ?
AT treatment: 15%; TSG101-PTAP inh: -1%; TSHR antag: 31; Mito fusion yeast: 9%; Integrin act MD: -8%; ASM inhibitor: 66%[activator]; Eya2 inh: -3%; ELG1 DNA repair: inconclusive; Chronic BCR inh: -10%; Tb PFK inh: 5%

How did O=C(O)c1ccccc1-c1csc(-c2ccccc2)n1 do in these assays?
AT treatment: 0%; TSG101-PTAP inh: 1%; TSHR antag: -2; Mito fusion yeast: 4%; TCR activator: -2%; Integrin act MD: -10%; ASM inhibitor: 6%; Eya2 inh: 3%; ELG1 DNA repair: inconclusive; Chronic BCR inh: 6%; Tb PFK inh: 3%

Results for CC(C)NS(=O)(=O)c1ccc(OCC(=O)NC(C)c2ccccc2)cc1 (configuration not stated) ?
AT treatment: 3%; TSG101-PTAP inh: -8%; TSHR antag: -8; Mito fusion yeast: -3%; TCR activator: 0%; Integrin act MD: inconclusive; ASM inhibitor: 3%; Eya2 inh: -7%; ELG1 DNA repair: -14%; Chronic BCR inh: 0%; Tb PFK inh: 2%

What do the screens show for `CCOC(=O)c1cnn(-c2nc(C)cc(C)n2)c1N`?
AT treatment: -1%; TSG101-PTAP inh: -4%; TSHR antag: 4; Mito fusion yeast: -4%; TCR activator: 3%; Integrin act MD: 11%; ASM inhibitor: 6%; Eya2 inh: -11%; ELG1 DNA repair: inconclusive; Chronic BCR inh: -3%; Tb PFK inh: 26%

What do the screens show for `CC1CCc2nc3ccc(S(=O)(=O)N4CCC(C(=O)N5CCCCCC5)CC4)cc3c(C(=O)O)c2C1` (configuration not stated)?
AT treatment: -2%; TSG101-PTAP inh: -7%; TSHR antag: 2; Mito fusion yeast: -5%; TCR activator: 4%; Integrin act MD: inconclusive; ASM inhibitor: -5%; Eya2 inh: 2%; ELG1 DNA repair: 7%; Chronic BCR inh: -13%; Tb PFK inh: -1%

How did CN(C)S(=O)(=O)c1ccc(Cl)c(NC(=O)CNC2(C)CCS(=O)(=O)C2)c1 (configuration not stated) do in these assays?
AT treatment: -6%; TSG101-PTAP inh: -5%; TSHR antag: 0; TCR activator: -1%; Integrin act MD: 3%; ASM inhibitor: 1%; Eya2 inh: -15%; ELG1 DNA repair: -14%; Chronic BCR inh: 1%; Tb PFK inh: -1%

Results for O=S(=O)(CCN1C=CC(C(F)(F)F)=NCC1)c1ccc(Cl)cc1Cl ?
AT treatment: 6%; TSG101-PTAP inh: 1%; TSHR antag: 0; Mito fusion yeast: -1%; TCR activator: 6%; Integrin act MD: 11%; ASM inhibitor: -1%; Eya2 inh: 8%; ELG1 DNA repair: 9%; Chronic BCR inh: 4%; Tb PFK inh: 2%

How did CCOC(=O)c1c(-c2ccc(C)c(C)c2)csc1NC(=O)C1CC=CCC1C(=O)O (configuration not stated) do in these assays?
AT treatment: 6%; TSG101-PTAP inh: -5%; TSHR antag: -6; Mito fusion yeast: 5%; TCR activator: 7%; Integrin act MD: 5%; ASM inhibitor: inconclusive; Eya2 inh: -17%; ELG1 DNA repair: 2%; Chronic BCR inh: inconclusive; Tb PFK inh: 8%

Results for CSc1cccc(NC(=O)CN(c2ccccc2)S(=O)(=O)N(C)C)c1 ?
AT treatment: -6%; TSG101-PTAP inh: -5%; TSHR antag: -3; Mito fusion yeast: 1%; Integrin act MD: -8%[7.66 µM]; ASM inhibitor: -2%; Eya2 inh: -6%; ELG1 DNA repair: -1%; Chronic BCR inh: -1%; Tb PFK inh: -16%

How did CSc1cccc(NC(=O)CN(C2CCCCC2)S(C)(=O)=O)c1 do in these assays?
AT treatment: 6%; TSG101-PTAP inh: -3%; TSHR antag: -3; Mito fusion yeast: -5%; TCR activator: -1%; Integrin act MD: -5%; ASM inhibitor: 0%; Eya2 inh: 9%; ELG1 DNA repair: 1%; Chronic BCR inh: 3%; Tb PFK inh: 7%

Results for Cc1sc(NC(=O)Cc2ccc3c(c2)OCO3)nc1-c1ccc2c(c1)CCN2C(=O)c1ccccc1F ?
AT treatment: 2%; TSG101-PTAP inh: 2%; TSHR antag: -11; Mito fusion yeast: -3%; TCR activator: 0%[46.1 µM]; Integrin act MD: 1%; Eya2 inh: -5%; ELG1 DNA repair: inconclusive; Chronic BCR inh: 3%; Tb PFK inh: -1%

What do the screens show for `Cc1ccc(C)c(N2CCN(C(=O)Cn3cccc3)CC2)c1`?
AT treatment: 8%; TSG101-PTAP inh: 0%; TSHR antag: -5; Mito fusion yeast: -2%; TCR activator: -2%; Integrin act MD: 15%; ASM inhibitor: 0%; Eya2 inh: -3%; ELG1 DNA repair: -29%; Chronic BCR inh: -1%; Tb PFK inh: 10%

Assay outcomes deposited in PubChem BioAssay by National Center for Advancing Translational Sciences (NCATS).
